# Efflux pump mplx: antifungal efflux pump inhibition, Nile Red retention; S. cerevisiae Candida pump triplex; AID 485275; 330,000 compounds, 0.44% hits; inhibition, % at 10 µM;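 active = plate passing quality check with inhibition over a set limit, or well fluorescence over plate mean plus 4 SD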;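 also: Nile Red retained in pooled yeast measured as flow cytometry median fluorescence; 0% = buffer negative control and 100% = Enniatin B positive control; higher means more Nile Red kept so more efflux inhibition; some compounds called inactive have numbers as strong as hits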
# core dimer inh: blocks dimerization of HCV core protein. inhibition, % at 5 µM. 300,000 compounds, 0.33% hits. TR-FRET GST/Flag-core106 dimerization, 1536-well;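 active = inhibition above the mean of all tested compounds plus 3 SD, set per screening campaign, cut at about 45% in these data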
#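 Test system: GST/Flag-tagged HCV core106 proteins; Medium: KF-containing HEPES buffer, pH 7.45, DTT, CHAPS, BSA; Times: compound-protein-antibody incubation 4 h at 22.5 °C; Detection: TR-FRET 671 and 617 nm emission; Benchmarks: wells lacking GST-core106 and wells with excess unlabelled core106.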
# PREPL inh: human PREPL enzyme inhibition. Q4J6C6. recombinant PREPL, fluorescence polarization activity-based probe. inhibition, % at 5.96 µM. 320,000 compounds, 0.68% hits. AID 2751; in the data active = inhibition above about 43%;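 also: 0% = enzyme with DMSO and 100% = wells lacking enzyme; many of its hits are not listed in these tables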
# PP5 inh: blocks human protein phosphatase 5 activity | P53041 | purified PP5c, OMFP substrate fluorescence | 320,000 compounds, 0.18% hits | inhibition, % at 6.7 µM;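 active = inhibition above the campaign's mean inhibition across all tested compounds plus 3 SD, cut at about 9.5% in these data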;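 also: 0% = DMSO only and 100% = 100 µM cantharidin control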
# Target sequence (P53041 whole entry, looked up): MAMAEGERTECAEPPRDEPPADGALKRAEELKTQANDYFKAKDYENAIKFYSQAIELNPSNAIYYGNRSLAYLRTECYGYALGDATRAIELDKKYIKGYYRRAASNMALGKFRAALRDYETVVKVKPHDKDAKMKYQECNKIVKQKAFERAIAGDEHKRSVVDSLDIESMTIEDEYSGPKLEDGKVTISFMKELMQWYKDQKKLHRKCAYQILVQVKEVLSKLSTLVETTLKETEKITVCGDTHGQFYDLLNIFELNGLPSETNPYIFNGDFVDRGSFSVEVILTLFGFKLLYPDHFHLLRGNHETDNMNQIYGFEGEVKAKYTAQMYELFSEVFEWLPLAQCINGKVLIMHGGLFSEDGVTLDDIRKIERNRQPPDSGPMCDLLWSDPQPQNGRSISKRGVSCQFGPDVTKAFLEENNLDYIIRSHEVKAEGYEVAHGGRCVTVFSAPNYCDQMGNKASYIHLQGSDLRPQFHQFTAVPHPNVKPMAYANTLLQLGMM
# JMJD2C inh: blocks human GASC-1 demethylase activity; inhibition, % at 2.35 µM; Q9H3R0; GST-JMJD2C(1-420) H3K9me3 demethylation, DELFIA europium; AID 2099; 330,000 compounds, 0.069% hits;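 active = more than half of a compound's replicate wells show inhibition beyond 50%, single wells judged on their own value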;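 also: signal counts dimethyl H3K9 product captured on neutravidin plate; 0% = median of DMSO wells and 100% = 0.3 times that DMSO median; strong numbers were not always called active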
# PP1 counter: counter-screen for PP5 inhibitors: inhibitors of human PP1-alpha; P62136; purified PP1alpha, OMFP fluorescence; inhibition, % at 6.7 µM; 320,000 compounds, 0.9% hits; AID 2235;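 active = inhibition above the mean inhibition of all tested compounds plus 3 SD, computed separately for each screening campaign, cut at about 15% in these data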
# Target sequence (P62136 whole entry, looked up): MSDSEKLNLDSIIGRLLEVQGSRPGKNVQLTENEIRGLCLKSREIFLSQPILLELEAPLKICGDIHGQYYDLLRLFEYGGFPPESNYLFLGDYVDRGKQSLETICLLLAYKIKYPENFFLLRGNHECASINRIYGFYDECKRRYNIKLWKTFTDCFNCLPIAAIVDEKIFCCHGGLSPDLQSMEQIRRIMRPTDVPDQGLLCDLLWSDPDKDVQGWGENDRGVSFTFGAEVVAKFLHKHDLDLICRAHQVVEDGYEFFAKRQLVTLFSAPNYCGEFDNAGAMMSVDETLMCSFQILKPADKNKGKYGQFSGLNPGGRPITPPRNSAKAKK
# TPT1 inh: C. albicans TPT1 enzyme inhibition; recombinant caTPT1, FP RNA substrate dephosphorylation; inhibition, % at 5 µM; 300,000 compounds, 0.81% hits; AID 1962;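 active = inhibition above the mean of all tested compounds plus 3 SD, set per screening campaign, cut at about 24% in these data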;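 also: plate controls were DMSO alone for no effect and ferristatin control at 100 nM for full effect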
# LYPLA2 inh: counter-screen for PME1 inhibitors: inhibitors of human LYPLA2; recombinant LYPLA2, FP-Rh probe fluorescence polarization; AID 2177; 320,000 compounds, 0.38% hits; inhibition, % at 5.9 µM;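 active = inhibition above the screen-wide mean plus 3 SD, limit set per campaign, cut at about 26% in these data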;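 also: 0% = LYPLA2 with DMSO and 100% = wells lacking LYPLA2 enzyme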
# Target sequence (O95372 whole entry, looked up): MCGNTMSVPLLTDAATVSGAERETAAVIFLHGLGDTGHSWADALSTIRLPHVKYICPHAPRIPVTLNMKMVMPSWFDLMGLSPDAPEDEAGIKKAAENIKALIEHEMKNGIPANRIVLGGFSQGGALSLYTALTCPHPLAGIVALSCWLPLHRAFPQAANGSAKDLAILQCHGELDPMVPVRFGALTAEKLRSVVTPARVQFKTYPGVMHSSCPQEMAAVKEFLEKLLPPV
# CTSL1 counter: blocks F. hepatica cathepsin L1 in PFM18AAP counter-screen. recombinant F. hepatica cathepsin L1, Z-Leu-Arg-MCA fluorescence. inhibition, % at 5.96 µM. 300,000 compounds, 0.49% hits. AID 1906;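 active = inhibition above the mean of all tested compounds plus 3 SD, set per screening campaign, cut at about 17% in these data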;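 also: 0% = plate median of test compound wells and 100% = 1 µM Z-Phe-Ala-diazomethylketone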
# * hit, by the source's call; i = inactive; nt = not tested or not shown. These rows are one share of the data. The share of hits here may be higher or lower than overall.
no.	molecule	Efflux pump mplx	JMJD2C inh	PP1 counter	PP5 inh	CTSL1 counter
1	O=C(N/N=C/c1ccc(O)cc1)c1ccc(COc2cc(Cl)ccc2Cl)o1	0.2	i	7	2.3	3
2	COC(=O)CSc1nnc([C@H](CC(C)C)NC(=O)OC(C)(C)C)o1	0.3	-1	-7	0.8	52*
3	Cc1cc(NC(=O)CCCSc2nc(-c3ccco3)cc(C(F)(F)F)n2)no1	0.1	-1	1	1.5	-3
4	Cc1ccc(C(=O)N2CCCC(N3CCN(c4cccc(C(F)(F)F)c4)CC3)C2)s1 (configuration not stated)	0.1	15	5	2.9	1
5	O=C(O)CSc1cccc[n+]1[O-]	-0.1	13	-4	-1.7	-2
6	Cc1cccc(-n2c(CNC(=O)c3ccc(S(=O)(=O)N(C)C)cc3)nnc2SCC(=O)Nc2ccc(F)cc2)c1	-0.2	0	6	-5.9	4
7	CS(=O)(=O)c1ccc(Cl)c(NC(=O)COC(=O)COc2ccc3c(c2)CCC3)c1	-0.1	4	-3	0.5	-6
8	CC1CCN(c2oc(-c3cccc4ccccc34)nc2C#N)CC1	-0.1	3	3	1.6	1
9	Cc1nc2ccc(NC(=O)N3CCCCC3)cc2nc1C	0.0	-2	-3	-0.7	0
10	CCC(C)[C@H](NC(=O)C1CCN(C(=O)[C@H](Cc2ccccc2)NS(=O)(=O)c2ccc(C)cc2)CC1)C(=O)O (some centres not stated)	-0.1	5	5	-0.7	4

no.	PREPL inh	TPT1 inh	LYPLA2 inh	core dimer inh
1	9	-3	-28	15
2	-16	2	-6	2
3	13	0	-1	2
4	3	1	42*	3
5	4	-4	3	-2
6	3	-4	1	-6
7	8	-2	-1	-4
8	14	1	6	4
9	2	4	-5	-2
10	9	1	7	2

# (more compounds)
no.	molecule	Efflux pump mplx	JMJD2C inh	PP1 counter	PP5 inh	CTSL1 counter
11	O=C(NC(=O)c1ccccc1N1CCCCC1)Nc1ccc(Br)cc1	0.0	-1	-6	-1.9	-2
12	Cc1ccc(S(=O)(=O)Cc2ccc(C(=O)NCc3ccc4c(c3)OCO4)o2)cc1	-0.3	-8	-4	1.2	1
13	Cc1ccc(-c2c[n+](CC(=O)Nc3nc(-c4ccc(F)cc4)cs3)c3n2CCC3)cc1	0.0	-4	13	3.9	-4
14	O=C(NC1c2ccccc2-c2ccccc21)c1ccco1	-0.1	2	1	0.4	2
15	COc1ccc(N2CCN(C(=O)CNC(=O)Cc3ccc(Cl)cc3)CC2)cc1	-0.1	-33	-1	4.1	-2
16	CCOC(=O)c1[nH]c(C)c(C(=O)NCc2ccc(OC)cc2)c1C	-0.1	-4	0	-1.5	3
17	Cc1ccccc1CS(=O)(=O)Cc1ccc(C(=O)NCCc2ccccc2)o1	0.2	-3	-3	1.6	0
18	CCOC(=O)c1ccccc1NS(=O)(=O)c1c(C)nc2sccn2c1=O	-0.4	-21	4	0.9	1
19	CC(C)c1nc(SCC(=O)N2CCCC2)c2ccccc2n1	0.2	1	4	1.3	-1
20	C/C(=N\NC(=O)c1c(-c2ccccc2Cl)noc1C)c1cccc(NC(=O)C(C)C)c1	0.4	-6	-2	0.7	1

no.	PREPL inh	TPT1 inh	LYPLA2 inh	core dimer inh
11	-2	0	4	0
12	-9	1	-2	6
13	-53	-1	-1	-8
14	1	-2	4	1
15	10	-1	2	-7
16	-4	4	-4	-6
17	0	0	3	5
18	0	-4	0	3
19	-1	-7	0	2
20	0	3	-5	-6

# 6 structures from above, ordered by count of non-hydrogen atoms, rising.
no.	molecule	Efflux pump mplx	JMJD2C inh	PP1 counter	PP5 inh	CTSL1 counter
9	Cc1nc2ccc(NC(=O)N3CCCCC3)cc2nc1C	0.0	-2	-3	-0.7	0
19	CC(C)c1nc(SCC(=O)N2CCCC2)c2ccccc2n1	0.2	1	4	1.3	-1
2	COC(=O)CSc1nnc([C@H](CC(C)C)NC(=O)OC(C)(C)C)o1	0.3	-1	-7	0.8	52*
18	CCOC(=O)c1ccccc1NS(=O)(=O)c1c(C)nc2sccn2c1=O	-0.4	-21	4	0.9	1
15	COc1ccc(N2CCN(C(=O)CNC(=O)Cc3ccc(Cl)cc3)CC2)cc1	-0.1	-33	-1	4.1	-2
4	Cc1ccc(C(=O)N2CCCC(N3CCN(c4cccc(C(F)(F)F)c4)CC3)C2)s1 (configuration not stated)	0.1	15	5	2.9	1

no.	PREPL inh	TPT1 inh	LYPLA2 inh	core dimer inh
9	2	4	-5	-2
19	-1	-7	0	2
2	-16	2	-6	2
18	0	-4	0	3
15	10	-1	2	-7
4	3	1	42*	3

# Further results:
no.	molecule	Efflux pump mplx	JMJD2C inh	PP1 counter	PP5 inh	CTSL1 counter
21	Cc1ccc(-n2c(SCC(=O)Nc3ncc(Cl)cc3Cl)nc3ccccc32)cc1	0.8	15	12	4.9	4
22	CC(C)=N/N=c1\scc(C)n1Cc1ccco1	0.0	15	-7	0.1	0
23	CC1(C)CC(=O)C2=C(C1)OC(/N=C/N1CCCC1)=C(C#N)C2c1ccccc1 (configuration not stated)	-0.1	-5	0	0.7	-3
24	COc1ccc(N2CCN(C(=O)CCCn3c(=O)c4cccn4c4cccnc43)CC2)cc1	0.1	5	2	0.1	0
25	Cc1ccc2oc(=O)cc(/C=C/c3ccccc3)c2c1	0.2	13	1	1.9	7
26	CCOc1cc(C(=O)Nc2cccc(C(C)=O)c2)ccc1OCC(=O)N1CCCCC1	-0.1	5	-1	0.7	0
27	CCCCn1c(N)c(N(CCOC)C(=O)c2ccc(S(=O)(=O)N3CCCCCC3)cc2)c(=O)[nH]c1=O	0.0	-1	0	-1.5	-7
28	CCn1c(=O)c([N+](=O)[O-])c(NCCc2ccccc2)c2ccccc21	0.0	-3	-2	1.1	11
29	CC1(C)C2CCC1(CS(=O)(=O)N1CCN(c3ccc(F)cc3)CC1)C(=O)C2 (configuration not stated)	0.1	-5	-2	2.6	-2
30	CCN(CC)CCOC(=O)c1ccc(NC(=O)CCCN2C(=O)S/C(=C/c3ccc(OC)cc3)C2=S)cc1	0.0	7	10	3.0	3

no.	PREPL inh	TPT1 inh	LYPLA2 inh	core dimer inh
21	3	1	-9	9
22	2	0	10	-9
23	15	1	4	0
24	2	0	25	9
25	-6	3	5	-4
26	14	-2	3	-2
27	-9	-3	3	-3
28	20	-3	-2	6
29	1	2	5	-1
30	-1	18	-26	-12

# Continuation.
no.	molecule	Efflux pump mplx	JMJD2C inh	PP1 counter	PP5 inh	CTSL1 counter
31	CCOc1ccccc1NC(=O)CN1CCC(NC(=O)c2ccccc2C)CC1	-0.1	-7	-5	-0.2	-5
32	C=CCc1ccc(OCC(O)CN2CCc3ccccc3C2)c(OC)c1 (configuration not stated)	0.1	3	3	1.4	-1
33	O=C(COC(=O)c1cccc([N+](=O)[O-])c1)NCc1ccc2c(c1)OCO2	-0.1	-2	-1	2.3	1
34	COc1cccc(NC(=O)N2CCCC2C(=O)NCc2ccccc2)c1 (configuration not stated)	0.1	-5	-1	-1.1	0
35	O=C(NCCSc1ccccc1)c1ccc(CN2CCOCC2)cc1	0.6	-14	9	-2.8	-14
36	S=C(Nc1ccc(Br)cc1Cl)NN1CCOCC1	0.1	-1	-2	3.8	-7
37	CC(=O)N1N=C(c2ccccc2OC(=O)/C=C/c2ccccc2)CC1c1ccccc1 (configuration not stated)	0.0	7	21*	1.9	0
38	COc1ccc(CCC(C)Nc2ccccc2F)cc1 (configuration not stated)	0.1	-1	3	2.4	-1
39	Cc1ccc(S(=O)(=O)NCC(=O)N(CC(=O)NCC2CCCO2)Cc2ccco2)cc1 (configuration not stated)	0.2	-12	-3	2.4	-2
40	Cc1ccc(/C=N/n2c(C)nc3ccccc3c2=O)o1	-0.2	-3	-2	-0.7	0

no.	PREPL inh	TPT1 inh	LYPLA2 inh	core dimer inh
31	0	0	6	5
32	13	-1	3	2
33	5	-5	10	-10
34	-7	-1	5	-2
35	12	-4	-10	-2
36	-5	1	4	0
37	20	-3	0	14
38	-9	1	2	0
39	0	1	1	3
40	13	-5	-2	-3

# (cont.)
no.	molecule	Efflux pump mplx	JMJD2C inh	PP1 counter	PP5 inh	CTSL1 counter
41	CCn1nnc(-c2ccccc2NC(=O)c2cnccn2)n1	0.1	4	3	3.4	1
42	CCOc1ccc(OCCOCCN2CCCC2)cc1	0.0	-2	1	3.6	-1
43	Cc1cc(NC(=O)CSc2nc3ccccc3n2CC(=O)N2CC(C)CC(C)C2)no1 (configuration not stated)	0.1	5	4	3.8	-3
44	CCCN(C(=O)c1cc2c(s1)CCC2)c1c(N)n(Cc2ccccc2)c(=O)[nH]c1=O	0.1	3	5	-1.6	-7
45	Cc1sc2ncnc(Sc3nnc4sc5ccccc5n34)c2c1C	-0.3	3	-4	-2.6	1
46	COc1ccc(Cc2nnc(N/N=C/c3ccc(Br)cc3)[nH]c2=O)cc1OC	0.0	5	2	0.5	2
47	COc1ccc([C@@H](C)NC(=O)c2ccc3oc(C(C)C)nc3c2)cc1	-0.2	-1	1	1.9	-1
48	C/C(N)=C(/C#N)C(=O)CSc1nnc(COc2cc(C)ccc2C)o1	0.2	41	2	3.7	-1
49	CCCCCCCC(=O)NNC(=O)Cc1ccccc1	0.1	190	0	0.1	-7
50	Cc1cc(=O)oc2cc3oc(=O)cc(C)c3cc12	0.1	2	3	1.0	0

no.	PREPL inh	TPT1 inh	LYPLA2 inh	core dimer inh
41	-7	-3	6	-1
42	-6	-3	7	0
43	6	3	-2	-1
44	16	1	-1	46
45	11	-1	-1	13
46	11	0	-5	4
47	2	-3	1	-2
48	9	0	-7	4
49	1	-1	3	1
50	-3	1	2	8

# Next part.
no.	molecule	Efflux pump mplx	JMJD2C inh	PP1 counter	PP5 inh	CTSL1 counter
51	N#CCCN(C(=O)COC(=O)COc1ccccc1Cc1ccccc1)c1ccccc1	0.6	-3	3	4.2	nt
52	CC(C)(O)c1[nH]c2ccc(C#N)cc2c1C(C)(C)O	-0.1	-6	-2	-1.6	-4
53	Cc1ccc(-n2ncc3c(=O)[nH]c(SCC(=O)N4CCCc5ccccc54)nc32)cc1	-0.1	16	0	-1.1	2
54	CCN(C(=O)COC(=O)c1ccc(=O)n(Cc2ccccc2)n1)C1CCCCC1	-0.1	8	-7	0.5	nt
55	Cc1ccc(-n2nc3c(=O)n(CCCC(=O)N4CCCCC4)nc(C)c3c2C)cc1	0.0	-1	-2	1.0	0
56	Cc1ccccc1C(=O)N/N=C/c1ccc(OCC(=O)N2CCCCC2)cc1	0.2	3	-4	0.9	1
57	CCn1nnnc1NCc1cccc(Cl)c1	-0.2	i	-1	0.6	3
58	CC(=O)Nc1nonc1NC(=O)COc1ccccc1	-0.3	-28	3	-0.8	-1
59	CC(=O)Nc1ccc(N2N=C(C)C(N=Nc3ccccc3)C2=O)cc1 (configuration not stated)	0.0	59	2	3.4	1

no.	PREPL inh	TPT1 inh	LYPLA2 inh	core dimer inh
51	-2	nt	-5	nt
52	-4	-2	1	11
53	20	-8	8	31
54	16	nt	3	nt
55	15	0	0	9
56	2	-1	3	0
57	-2	-5	3	-3
58	11	-2	11	-3
59	10	1	-4	-8

# Part of the list above, bar-delimited.
item | Structure | Efflux pump mplx | JMJD2C inh | PP1 counter | PP5 inh | CTSL1 counter | PREPL inh | TPT1 inh | LYPLA2 inh | core dimer inh
58 | CC(=O)Nc1nonc1NC(=O)COc1ccccc1 | -0.3 | -28 | 3 | -0.8 | -1 | 11 | -2 | 11 | -3
59 | CC(=O)Nc1ccc(N2N=C(C)C(N=Nc3ccccc3)C2=O)cc1 (configuration not stated) | 0.0 | 59 | 2 | 3.4 | 1 | 10 | 1 | -4 | -8

# High-throughput results from PubChem BioAssay.
